From PubChem BioAssay
FBW7 activator – FBW7 E3 ligase activators, primary screen, biochemical, AlphaScreen, human | AlphaScreen FBW7–phospho-cyclin E peptide binding, activator screen | AID 1259310, 2017 | normalized activity (activation), % at 26.1 µM | F-box/WD repeat-containing protein 7 (Homo sapiens), Q969H0 | 650,000 tested, 0.13% active; in the data active = normalized activity above about 1.9%;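 note: purified mutant Fbw7 with reduced substrate affinity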
GPR151 ag – activators of human GPR151, primary screen, cell-based, PathHunter beta-arrestin, luminescence; G-protein coupled receptor 151 (Homo sapiens), Q8TDV0; PathHunter beta-arrestin GPR151 cells; activation, % at 11.2 µM; 650,000 tested, 1% active; AID 1508602, 2020; in the data active = activation above about 4.9%;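 note: 0% = median of compound wells and 100% = cells with positive control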
Target sequence (Q8TDV0 whole entry, looked up): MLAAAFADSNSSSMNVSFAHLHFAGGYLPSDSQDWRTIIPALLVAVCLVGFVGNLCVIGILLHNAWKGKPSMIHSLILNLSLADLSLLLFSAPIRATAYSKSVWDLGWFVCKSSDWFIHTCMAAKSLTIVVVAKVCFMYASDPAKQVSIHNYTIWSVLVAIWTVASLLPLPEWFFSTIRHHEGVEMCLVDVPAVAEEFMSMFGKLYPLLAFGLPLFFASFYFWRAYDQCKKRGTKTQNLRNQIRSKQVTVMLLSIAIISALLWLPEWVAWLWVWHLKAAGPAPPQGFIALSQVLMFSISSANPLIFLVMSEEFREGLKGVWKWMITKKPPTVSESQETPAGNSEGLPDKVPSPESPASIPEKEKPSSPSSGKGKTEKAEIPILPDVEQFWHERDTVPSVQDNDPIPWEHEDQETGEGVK
MITF inh – MITF inhibitors, primary screen, biochemical, AlphaScreen, human | inhibition, % at 2.6 µM | Microphthalmia-associated transcription factor (Homo sapiens), O75030 | 650,000 tested, 0.91% active | AlphaScreen MITF homodimerization, bead proximity signal; in the data active = inhibition above about 50%;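 note: 0% = vehicle wells with protein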
Target sequence (O75030 whole entry, looked up): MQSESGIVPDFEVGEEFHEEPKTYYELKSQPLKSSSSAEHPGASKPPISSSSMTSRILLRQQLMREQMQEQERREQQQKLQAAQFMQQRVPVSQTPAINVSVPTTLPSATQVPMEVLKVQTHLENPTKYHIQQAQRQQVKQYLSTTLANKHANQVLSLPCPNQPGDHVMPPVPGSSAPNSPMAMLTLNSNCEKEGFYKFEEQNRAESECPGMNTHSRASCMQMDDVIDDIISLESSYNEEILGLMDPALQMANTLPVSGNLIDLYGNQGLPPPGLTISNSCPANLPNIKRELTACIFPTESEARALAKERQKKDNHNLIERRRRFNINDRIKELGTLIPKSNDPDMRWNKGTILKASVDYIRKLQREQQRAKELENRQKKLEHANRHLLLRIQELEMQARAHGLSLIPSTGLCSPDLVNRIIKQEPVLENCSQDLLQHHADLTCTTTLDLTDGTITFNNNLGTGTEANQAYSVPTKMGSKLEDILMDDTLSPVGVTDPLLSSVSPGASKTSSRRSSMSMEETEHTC
TEAD-YAP inh – TEAD-YAP interaction inhibition, primary screen, TEAD-YAP interaction inhibitor project, luminescence, HEK-TIYL cells | TEAD-Gal4/YAP UAS-luciferase luminescence | inhibition, % at 9.12 µM | 640,000 tested, 1.4% active; in the data active = inhibition above about 32%;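 note: 0% = median of test compound wells and 100% = reference inhibitor wells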
The depositor's hits bear a star; . = no result given.

SMILES | FBW7 activator | GPR151 ag | MITF inh | TEAD-YAP inh
COc1ccc(Cl)cc1NC(=O)C(NS(=O)(=O)c1cccs1)c1ccccc1 (stereo not drawn) | 0.1 | -0.3 | -10 | -8
CCOc1cccc(OCCn2ccnc2)c1 | 0.2 | -0.4 | 43 | 2
O=C(O)COc1ccc(Br)cc1/C=N/O | 0.0 | 1.2 | 22 | 8
OCCC1CN(Cc2ccc3ccccc3n2)CCN1C1CCCCC1 (stereo not drawn) | 0.0 | -2.5 | 1 | -4
O=C(O)c1ccccc1N1C(=O)C2C3c4ccccc4C(c4ccccc43)C2C1=O (stereo not drawn) | 0.0 | 1.3 | 8 | 2
COc1cccc(C(=O)N2CCN(c3ccccc3F)CC2)c1OC | -0.3 | 2.8 | -14 | -1
CCCOc1ccc(C2C3CN(C(C)=O)CC=C3C(C#N)=C(N)C2(C#N)C#N)cc1OCC (stereo not drawn) | 0.1 | -0.7 | -6 | -1
COCCn1nnnc1CN1CCN(C(c2ccccc2)c2ccccc2)CC1 | -0.2 | 2.8 | 8 | 7
CCCCCC1CCC(c2ccc(OC(=O)Cn3c4ccccc4c(=O)c4ccccc43)cc2)CC1 (stereo not drawn) | 0.6 | -0.9 | 16 | 11
NC(=O)C1CCN(CC(=O)Nc2ccccc2[N+](=O)[O-])CC1 | -0.1 | 0.0 | -3 | 1
CC(=O)Nc1ccc(-c2nnc(SCC(=O)Nc3ccc(C(C)=O)cc3)n2C)cc1 | -0.2 | -0.7 | -6 | -12
CCC(Sc1ccc(C)cc1)C(=O)Nc1nnc(C)s1 (stereo not drawn) | 0.1 | 1.2 | 1 | -14
Cc1ccccc1-n1c(=S)sc2c(=O)n(-c3ccc(F)cc3)c(SCC(=O)OCc3ccccc3)nc21 | 0.6 | -1.3 | 17 | 2
COC(=O)COc1cccc2c(=O)n(CC(=O)Nc3ccc4c(c3)OCCO4)ccc12 | -0.1 | 0.3 | 6 | 2
Cc1cccc(NC(=O)Cc2c[nH]c3ccccc23)c1C | -0.2 | -0.7 | -2 | -1
Cc1ccc(CNC(=O)Cn2ncc3ccccc32)cc1 | 0.3 | 0.3 | 1 | -14
O=C(O)C1C(C(=O)Nc2ccccc2F)C2C=CC1C21CC1 (stereo not drawn) | -0.1 | -0.9 | 1 | 6
O=C(Cc1cccs1)Nc1ccc(C(=O)O)cc1 | 1.6 | -6.0 | 28 | 12
Cc1cc2nc3s/c(=C\c4ccc(-c5ccccc5[N+](=O)[O-])o4)c(=O)n3c2cc1C | 0.2 | -1.3 | 7 | 4
CCC(C)COC(=O)Cn1cnc2sc3c(c2c1=O)CCCC3 (stereo not drawn) | -0.1 | 0.0 | 2 | -1
CCCCC/C=C\C/C=C\C/C=C\C=C\C1CCCC(=O)O1 (stereo not drawn) | . | -1.0 | 10 | .
Cc1ccc(S(=O)(=O)N(C)C2CC(C)(C)N(C)C(C)(C)C2)cc1 | 0.1 | -0.3 | 14 | 0
COc1ccccc1-c1nnc(SCc2ccc(C)cc2C)o1 | 0.1 | 0.9 | -19 | -6
O=C1CCC(C(=O)N2CCCCC2)(c2ccccc2)N1Cc1ccccc1 (stereo not drawn) | -0.2 | -1.4 | -1 | -11

Arranged by SMILES length (lowest first): part of the list above.
SMILES | FBW7 activator | GPR151 ag | MITF inh | TEAD-YAP inh
O=C(Cc1cccs1)Nc1ccc(C(=O)O)cc1 | 1.6 | -6.0 | 28 | 12
Cc1ccc(CNC(=O)Cn2ncc3ccccc32)cc1 | 0.3 | 0.3 | 1 | -14
COc1ccccc1-c1nnc(SCc2ccc(C)cc2C)o1 | 0.1 | 0.9 | -19 | -6
Cc1cccc(NC(=O)Cc2c[nH]c3ccccc23)c1C | -0.2 | -0.7 | -2 | -1
COc1cccc(C(=O)N2CCN(c3ccccc3F)CC2)c1OC | -0.3 | 2.8 | -14 | -1
COCCn1nnnc1CN1CCN(C(c2ccccc2)c2ccccc2)CC1 | -0.2 | 2.8 | 8 | 7
O=C1CCC(C(=O)N2CCCCC2)(c2ccccc2)N1Cc1ccccc1 (stereo not drawn) | -0.2 | -1.4 | -1 | -11
Cc1ccc(S(=O)(=O)N(C)C2CC(C)(C)N(C)C(C)(C)C2)cc1 | 0.1 | -0.3 | 14 | 0
COc1ccc(Cl)cc1NC(=O)C(NS(=O)(=O)c1cccs1)c1ccccc1 (stereo not drawn) | 0.1 | -0.3 | -10 | -8
CCCCCC1CCC(c2ccc(OC(=O)Cn3c4ccccc4c(=O)c4ccccc43)cc2)CC1 (stereo not drawn) | 0.6 | -0.9 | 16 | 11
Cc1ccccc1-n1c(=S)sc2c(=O)n(-c3ccc(F)cc3)c(SCC(=O)OCc3ccccc3)nc21 | 0.6 | -1.3 | 17 | 2

(list continues)
SMILES | FBW7 activator | GPR151 ag | MITF inh | TEAD-YAP inh
Cc1cccc(NC(=O)c2cc3c(CO)cnc(C)c3oc2=Nc2ccccc2)c1 | -0.1 | 0.4 | -5 | 5
O=C(Nc1ccc(N2CCOCC2)cc1)c1ccc2nc(Nc3ccc(N4CCOCC4)cc3)sc2c1 | -0.2 | 0.3 | 5 | -4
Cc1cc(NC(=O)CSc2nc3ccccc3c(=O)n2Cc2ccc3c(c2)OCO3)no1 | 0.0 | -0.9 | -12 | -9
CC(C)N1CCN(Cc2ccon2)CC1CCO (stereo not drawn) | 0.2 | 1.3 | 15 | -3
COc1ccccc1C(C)N(C)C(=O)CCCn1nnnc1CN1CCC(C)CC1 (stereo not drawn) | 0.0 | -1.0 | 5 | -5
Cc1ccc(-c2ccc(=O)n(CC(=O)NCCc3ccc(Cl)cc3)n2)cc1 | -0.2 | 0.7 | 1 | 15
FC(F)(F)c1cccc(CNc2cc(Nc3ccccn3)ncn2)c1 | -0.1 | -2.5 | -1 | -12
COc1ccc(CNS(=O)(=O)c2cccc(C#N)c2)cc1OC | 0.3 | -0.9 | 11 | -6
COc1ccc(Nc2nnc(Cc3cccnc3)c3ccccc23)cc1OC | 0.0 | -0.1 | 0 | -3
O=C(CCC1CCCC1)NCCc1c[nH]c2ccccc12 | -0.1 | -1.0 | 8 | 6
C1CCC(n2nnnc2CN2CCSCC2)C1 | -0.1 | -0.1 | 8 | 1
CCN1CCN(Cn2c(=S)oc3ccccc32)CC1 | -0.1 | -0.4 | -2 | 12
COc1ccc(CCNc2nc(-c3ccc(OC)cc3)nc3c2ncn3CCN2CCCC2=O)cc1 | -0.1 | -0.5 | -2 | 7
CCOC(=O)C(O)c1ccc(-c2ccccc2)cc1 (stereo not drawn) | 0.0 | 0.8 | -18 | -1
COc1ccc(/C=C/C(=O)c2ccc([N+](=O)[O-])cc2)cc1 | 0.3 | -0.9 | 19 | 3
O=C(COc1cc(Cl)ccc1Cl)Nc1ncc(S(=O)(=O)c2ccc([N+](=O)[O-])cc2)s1 | 0.0 | -1.6 | 5 | 1
CC(C)OCCCNC(=O)CC1C(=O)NCCN1Cc1ccc2ccccc2c1 (stereo not drawn) | 0.3 | 0.1 | 10 | 5
CC(C)C(=O)N1c2ccccc2-c2c(ssc2=S)C1(C)C | -0.1 | 0.2 | 0 | -10
N#CC1=C(N)n2c(s/c(=C\c3ccccc3C(F)(F)F)c2=O)=C(C#N)C1c1ccccc1C(F)(F)F (stereo not drawn) | 0.0 | -1.6 | -8 | -2
OC(COc1ccc(Cl)cc1Cl)CN1CCN(c2ccccn2)CC1 (stereo not drawn) | -0.3 | 0.8 | 4 | -4
CC1=C(C(=O)Nc2ccccc2C)C(c2ccccc2)C(C#N)=C(SCC(=O)Nc2ccc(C)cc2C)N1 (stereo not drawn) | 0.0 | 2.9 | 14 | 14
CC(C)NC(=O)c1cccc([N+](=O)[O-])c1 | 0.1 | 0.7 | -4 | 9
O=C(NCc1ccc2c(c1)OCO2)C1(c2cccs2)CCOCC1 | 0.2 | 0.1 | 4 | 6
CCOC(=O)c1ccc(NC(=O)c2cccc(S(=O)(=O)N(CC)CC)c2)cc1 | 0.2 | 1.0 | 5 | 43*
COCCN(C(=O)Nc1ccccc1C(F)(F)F)C1CCN(C)CC1 | 0.0 | -2.1 | -1 | -8
COc1cc([N+](=O)[O-])ccc1NC(=O)CN1CCC(n2nnc3cc(C)ccc32)CC1 | 0.0 | -0.6 | 12 | -7
CC(=O)OC1CC(C)(C)N(OC(=O)c2ccc(-n3cnnn3)cc2)C(C)(C)C1 | 0.0 | 0.1 | 9 | -7
O=C(Cc1cccs1)Nc1c2c(nn1-c1ccc(F)cc1)CSC2 | 0.2 | 1.6 | 11 | -1
CC(C)OC(=O)c1nn2c(C(F)(F)F)cc(-c3cccs3)nc2c1Cl | 0.1 | 0.5 | 1 | -5
COc1ccc(C(C)NC2CCN(C)CC2)cc1 (stereo not drawn) | 0.0 | 0.8 | 6 | 2
CCOC(=O)C1=C(C)N=c2s/c(=C\c3ccc(-c4ccc(I)cc4)o3)c(=O)n2C1c1ccccc1 (stereo not drawn) | -0.1 | 0.3 | 11 | 0
CN(CCOC(=O)c1ccco1)C(C)(C)C | 0.2 | -0.8 | 6 | 4
COc1ccc(NC(=O)c2cccc(N3C(=O)C4CCCCC4C3=O)c2)cc1 (stereo not drawn) | -0.1 | 0.8 | -8 | -1
Cc1nc(NC(=O)c2ccc([N+](=O)[O-])cc2)ccc1Br | 0.1 | 4.0 | -6 | -1
CCOc1ccc(-n2c(=S)sc3c(=O)n(-c4ccccc4)c(SCc4cccc(Cl)c4)nc32)cc1 | 0.0 | 0.5 | 12 | -1
CNC(=O)N(O)C(C[N+](=O)[O-])c1ccco1 (stereo not drawn) | 0.2 | 1.3 | 23 | 9

The list goes on (2 carried over from the part before).
SMILES | FBW7 activator | GPR151 ag | MITF inh | TEAD-YAP inh
CCOc1ccc(-n2c(=S)sc3c(=O)n(-c4ccccc4)c(SCc4cccc(Cl)c4)nc32)cc1 | 0.0 | 0.5 | 12 | -1
CNC(=O)N(O)C(C[N+](=O)[O-])c1ccco1 (stereo not drawn) | 0.2 | 1.3 | 23 | 9
O=C1C2C3C=CC(C4CC34)C2C(=O)N1c1cccc(Cl)c1 (stereo not drawn) | 0.1 | -0.3 | -8 | -1
COc1ccc(-c2nnc(N(C)C(C)=O)s2)cc1 | 0.0 | -6.2 | -5 | 20
CCCCC(=O)Nc1ncc(Br)s1 | 0.1 | 0.8 | -1 | -28
O=C(Nc1nncs1)c1cc(-c2ccccc2Cl)nc2ccccc12 | -0.1 | 0.5 | 13 | -3
CCCCCSc1nnc2c(n1)OC(c1ccc3c(c1)OCO3)Nc1ccccc1-2 (stereo not drawn) | 0.0 | -0.7 | 2 | -8
O=C(CCc1nc2ccccc2n1-c1ccccc1)NCCO | 0.0 | -2.5 | 6 | 3
NC(C(=O)N1CCN(c2ccc3[nH]ncc3c2)CC1)c1ccc(Cl)cc1 (stereo not drawn) | 0.4 | 0.3 | 24 | 1
COc1cc(/C=C2\N=C(c3ccccc3[N+](=O)[O-])OC2=O)cc(OC)c1OC | -0.1 | 1.1 | -12 | -12
CSc1ccc(C2Nc3ccccc3C(=O)N2c2ccc(C)cc2)cc1 (stereo not drawn) | 0.0 | 1.2 | -1 | -55
O=C(NCCOc1ccccc1)c1ccnc(N2CCN(Cc3ccc4c(c3)OCO4)CC2)c1 | 0.1 | 2.6 | 12 | 6
Cc1cccnc1C(NC(=O)C1CCN(C(=O)c2ccccc2)CC1)c1ccccc1 (stereo not drawn) | 0.4 | 0.4 | 17 | 2
Cn1c(=O)c2c(nc(NC3CCCCC3)n2Cc2cccc(Cl)c2)n(C)c1=O | 0.2 | 0.3 | -2 | -15
O=C(Nc1ccc2c(c1)OCO2)Nc1cnccn1 | 0.0 | -2.0 | 10 | -16
CN1C(=O)c2ccc(NC(=O)COc3ccccc3[N+](=O)[O-])cc2C1=O | 1.0 | -0.4 | 7 | -7
COCCOC(=O)C1=C(C)NC2=C(C(=O)CCC2)C1c1ccccc1Cl (stereo not drawn) | 0.0 | -0.4 | 2 | 11
O=C1Nc2ccccc2C1(O)C/C(=N/O)c1ccc2c(c1)OCCO2 (stereo not drawn) | -0.1 | -0.8 | -15 | 7
COC(=O)c1sc2nc3c(c(-c4cccs4)c2c1N)CCC3 | 0.6 | 0.8 | -4 | 2
Cc1cc(C)c(NC(=O)CN(c2cccc3ccccc23)S(C)(=O)=O)c(C)c1 | 0.2 | -0.7 | 10 | -5
CCOC(=O)c1c(C)oc2c1c(C=NCc1cccnc1)c(O)c1ccccc12 | -0.1 | 2.0 | 1 | 7
[O-]/[N+](=C/c1ccc(F)cc1)c1ccccc1 | -0.1 | -1.1 | -5 | -6
CCOC(=O)C1CCN(c2ncnc3nc[nH]c23)CC1 | -0.1 | 2.8 | -5 | -6
CNC(=O)[C@@H]1C[C@H](NCc2cccc(O)c2)CN1CC(c1ccccc1)c1ccccc1 | 0.0 | 1.5 | -13 | -11
CCCN(CCC)CCCN1C(=O)C2C(C(=O)Nc3ccc(F)c(Cl)c3)C3C=CC2(O3)C1C(=O)NC1CCCC(C)C1C (stereo not drawn) | -0.2 | -0.9 | -7 | 2
Cc1ccc(F)cc1NC(=O)CN1C(=O)C(=O)N(Cc2ccccc2)C1=O | 0.1 | -0.1 | 2 | 4
Brc1ccc2c(c1)[C@H]1OCC[C@H]1[C@@H](c1cccs1)N2 | -0.1 | 1.1 | 0 | -27
COc1ccc(/C=C2/NC(=O)N(c3cccc(Cl)c3)C2=O)c(OC)c1C | -0.1 | 0.1 | 10 | -1
Cc1nnc(NC(=O)CSC2=NN3CCCC(=O)N=C3S2)s1 | 0.9 | -0.1 | 15 | 7
CCOc1ccc(C2CC(c3cccc(OC)c3OC)n3ncnc3N2)cc1Cl (stereo not drawn) | 0.0 | 1.0 | 2 | 7

No enrichment for hits; any-hit rate near 3.5%.
